Insulin prom inh = TRM-6 insulin promoter activity inhibition | TRM-6 cells (human fetal islet line), insulin promoter-eGFP reporter, imaging; reporter expression induced with tamoxifen | inhibition, % at 2 µM | 130,000 tested, 0.9% active;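 active means inhibition above the mean plus 3 SD, with well images judged a real hit on visual review, cut at about 60% in these data, passing the limit was not always enough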
SDO1 yeast rescue = restores growth of sdo1-depleted yeast. 140,000 tested, 0.21% active. AID 817. z-score at 10 µM. S. cerevisiae sdo1-depleted JHY4D growth rescue, OD600 30 h; hits give high values; pdr5 snq2 efflux-pump mutant strain;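 active means z-score above 3 at both the 24 hr and the 30 hr optical density reads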;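 further: z-score against mean and SD of all compound wells on the same plate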
SDO1 yeast rescue Rescue 24 h = also measured in SDO1 yeast rescue; calls as there; z-score; S. cerevisiae sdo1-depleted JHY4D growth rescue, OD600; measured here: growth rescue at 24 h;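 0 is the plate mean of compound wells and units are plate SD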
An asterisk follows results filed as active; . = not tested or not shown. Not all compounds are listed; the hit share may differ from the screen's.

A first look:
1: CCCCOC(=O)c1ccc(N)cc1
  Insulin prom inh: 50
  SDO1 yeast rescue: -0.56
  SDO1 yeast rescue Rescue 24 h: 0.15
2: Cc1oncc1C(=O)Nc1ccc(C(F)(F)F)cc1
  Insulin prom inh: 36
  SDO1 yeast rescue: 0.24
  SDO1 yeast rescue Rescue 24 h: -0.32
3: CCOc1ccc(NC(=S)N2CCC(C(O)(c3ccccc3)c3ccccc3)CC2)cc1
  Insulin prom inh: 0
  SDO1 yeast rescue: -2
  SDO1 yeast rescue Rescue 24 h: -1.6
4: COc1cc(NC(=O)c2cc(C3CC3)on2)c(OC)cc1Cl
  Insulin prom inh: .
  SDO1 yeast rescue: -0.49
  SDO1 yeast rescue Rescue 24 h: 0.39
5: CCCN(CCC)C(=O)C(CCC(=O)O)NC(=O)c1ccccc1 (centres undefined)
  Insulin prom inh: -5
  SDO1 yeast rescue: 1.2
  SDO1 yeast rescue Rescue 24 h: 1.1

Results, from the first entry:
1: CCCCOC(=O)c1ccc(N)cc1
  Insulin prom inh: 50
  SDO1 yeast rescue: -0.56
  SDO1 yeast rescue Rescue 24 h: 0.15
2: Cc1oncc1C(=O)Nc1ccc(C(F)(F)F)cc1
  Insulin prom inh: 36
  SDO1 yeast rescue: 0.24
  SDO1 yeast rescue Rescue 24 h: -0.32
3: CCOc1ccc(NC(=S)N2CCC(C(O)(c3ccccc3)c3ccccc3)CC2)cc1
  Insulin prom inh: 0
  SDO1 yeast rescue: -2
  SDO1 yeast rescue Rescue 24 h: -1.6
4: COc1cc(NC(=O)c2cc(C3CC3)on2)c(OC)cc1Cl
  Insulin prom inh: .
  SDO1 yeast rescue: -0.49
  SDO1 yeast rescue Rescue 24 h: 0.39
5: CCCN(CCC)C(=O)C(CCC(=O)O)NC(=O)c1ccccc1 (centres undefined)
  Insulin prom inh: -5
  SDO1 yeast rescue: 1.2
  SDO1 yeast rescue Rescue 24 h: 1.1
6: OCC(O)CN1CCN(c2ccccc2)CC1 (centres undefined)
  Insulin prom inh: -14
  SDO1 yeast rescue: 1.3
  SDO1 yeast rescue Rescue 24 h: 1.4
7: OCCOCCN1CCN(C(c2ccccc2)c2ccc(Cl)cc2)CC1 (centres undefined)
  Insulin prom inh: -33
  SDO1 yeast rescue: -0.33
  SDO1 yeast rescue Rescue 24 h: 0.04
8: COc1ccc(Sc2ccc(NC(=O)c3ccccc3Cl)cc2C#N)cc1
  Insulin prom inh: 13
  SDO1 yeast rescue: -0.63
  SDO1 yeast rescue Rescue 24 h: -0.22
9: COc1cc(C)nc(-n2nc(C)cc2OC)n1
  Insulin prom inh: 23
  SDO1 yeast rescue: -0.39
  SDO1 yeast rescue Rescue 24 h: -0.44
10: CCOC(=O)Nc1ccc2c(c1)N(C(=O)CCN1CCOCC1)c1ccccc1S2
  Insulin prom inh: -14
  SDO1 yeast rescue: -0.08
  SDO1 yeast rescue Rescue 24 h: -0.24
11: Cc1cc(O)c2c(c1)C(=O)c1cccc(O)c1C2=O
  Insulin prom inh: -5
  SDO1 yeast rescue: 0.52
  SDO1 yeast rescue Rescue 24 h: 0.64
12: COc1cc(C(=O)NCCCCCC(=O)O)cc(OC)c1OC
  Insulin prom inh: 28
  SDO1 yeast rescue: 0.25
  SDO1 yeast rescue Rescue 24 h: 0.61
